High-throughput results as filed in PubChem.
TRPC6 act – mouse TRPC6 channel activators, primary screen, cell-based, HEK293, membrane potential dye. AID 2550, 2010. Short transient receptor potential channel 6 (Mus musculus), Q61143. HEK293-TRPC6 membrane potential dye fluorescence; hits give high values. B-score at 10 µM. 310,000 compounds, 0.13% hits;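 active = B-score of the integrated fluorescence ratio above library mean plus 3 SD, and starting fluorescence ratio within library mean plus 5 SD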;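 also: higher score means more depolarization so channel activation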
TRPC6 inhibitor – mouse TRPC6 channel inhibitors, primary screen, cell-based, HEK293, membrane potential dye; ACh-evoked depolarization; hits give low values; B-score at 10 µM; 310,000 compounds, 1.1% hits;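 active = B-score under library mean minus 3 SD, initial fluorescence not abnormally high, positive integrated signal ratio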;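 also: B-score derived from integrated fluorescence ratio over the kinetic read; more negative B-score means stronger inhibition of depolarization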
KLF5 inhibitor – KLF5 expression inhibitors, primary screen, DLD-1 cells, luminescence | inhibition, % at 5 µM | 290,000 compounds, 0.23% hits | DLD-1 KLF5 promoter-luciferase reporter;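 active = inhibition above a per-plate limit of that plate's mean compound inhibition plus 3 SD, cut at about 60% in these data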;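 also: 0% = DMSO wells and 100% = LY294002 at 200 µM; higher means less KLF5 promoter-driven luciferase light; inactives centre near -14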
IEC-6 tox – cytotoxicity in IEC-6 intestinal epithelial cells, primary screen, cytotoxicity control for KLF5 inhibitor project, cell-based, luminescence | 290,000 compounds, 0.78% hits | IEC-6 cytotoxicity, luminescence viability | inhibition, % at 5 µM; in the data active = inhibition above about 22%;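 also: 0% = plate median of test compound wells and 100% = cytotoxic reference compound wells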
aSyn 5UTR inh – MLPCN primary screen, SNCA 5' untranslated region. alpha-synuclein 5'UTR reporter, inhibitor activity. inhibition, % (tested at 7.5 µM). 300,000 compounds, 0.82% hits. AID 1813, 2009; in the data active = inhibition above about 60%; inconclusive = no clear call, values can overlap the other calls;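 also: H4 neuroglioblastoma cells stably carrying SNCA 5'UTR luciferase fusion; 0% = DMSO wells and 100% = positive control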
MrgX1 antagonist – antagonists of human MrgX1 receptor, primary screen, HEK293 cells, Fluo-4 calcium flux; 310,000 compounds, 1.3% hits; B-score at 10 µM; AID 588676, 2011; BAM8-22 antagonism; hits give low values;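 active = calcium-response B-score plate-corrected more than 3 library SD below zero, starting fluorescence within 5 deviations, no agonist response on first addition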;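 also: peak minus trough fluorescence over baseline after final BAM8-22 challenge near maximal dose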
Target sequence (Q96LB2 whole entry, looked up): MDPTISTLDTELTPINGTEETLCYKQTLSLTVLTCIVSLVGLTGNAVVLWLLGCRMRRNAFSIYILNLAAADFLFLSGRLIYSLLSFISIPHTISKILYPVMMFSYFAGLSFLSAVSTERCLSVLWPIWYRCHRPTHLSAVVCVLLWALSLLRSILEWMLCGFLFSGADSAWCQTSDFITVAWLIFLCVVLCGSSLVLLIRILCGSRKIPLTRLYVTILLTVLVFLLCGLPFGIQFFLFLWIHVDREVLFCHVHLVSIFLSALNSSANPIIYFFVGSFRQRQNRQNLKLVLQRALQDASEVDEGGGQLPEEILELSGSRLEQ
TRPC4 potent – positive allosteric modulators of TRPC4, primary screen, cell-based, mouse TRPC4beta, HEK293 mu-opioid, Fluo-4 calcium; DAMGO EC20, Fluo-4 Ca2+ flux; hits give high values; B-score at 10 µM; 310,000 compounds, 0.42% hits; AID 2227, 2009;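 active = B-score of calcium response area above 5 SD of library B-scores, with initial fluorescence ratio within 5 SD of library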;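 also: B-score of integrated fluorescence ratio over time as area under calcium response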
TRPC4 inh – inhibitors of mouse TRPC4 channel, primary screen, Fluo4 calcium, HEK293 TRPC4beta/mu-opioid cells; Short transient receptor potential channel 4 (Mus musculus), Q9QUQ5; DAMGO-evoked Fluo4 calcium flux; hits give low values; B-score at 10 µM; 300,000 compounds, 0.39% hits; AID 2247, 2010;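 active = B-score over 3 SD under the library average, no early fluorescence shift, positive overall ratio signal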
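Assay system: TRPC4beta/mu-opioid receptor HEK293 cell line; compound dosing: single concentration per test compound; detection: Fluo4 Ca2+ flux fluorescence; evaluation: per-well B score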
HIF activator – HIF pathway transcriptional activators, primary screen, cell-based, U2OS HRE-luciferase, luminescence. U2OS HRE-luciferase reporter; normalized: DMSO 0%, desferrioxamine 100%. activation, % at 7.5 µM (by protocol). 300,000 compounds, 0.32% hits. AID 1910, 2009;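 active = mean activation of at least 10% of the iron chelator positive control signal, with at least half of replicates also reaching 10%; inconclusive = mean and replicate majority disagree about reaching 10%; inactive = mean and most replicates under 10%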
SKKanGAS inh – S. pyogenes SKKanGAS growth inhibitors in kanamycin, primary screen, streptokinase expression inhibitor project, SKKanGAS strain, BacTiter-Glo luminescence | 6 h | inhibition, % at 7.5 µM | 300,000 compounds, 1.3% hits | AID 1662, 2009;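 active = mean replicate score, as percent of positive control median, at least 50; inconclusive = mean below 50 but one replicate at or above 50; inactive = mean and every replicate below 50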;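 also: strain carries kanamycin resistance gene driven by streptokinase promoter and grows in 40 µg/ml kanamycin; loss of luminescence reflects streptokinase promoter inhibition or plain growth inhibition; 0% = median of DMSO wells and 100% = positive control at its reference dose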
TRPC4 act – activators of mouse TRPC4 channel, primary screen, Fluo4 calcium, HEK293 TRPC4beta/mu-opioid cells. Fluo4 calcium fluorescence; hits give high values. B-score at 10 µM. 310,000 compounds, 0.49% hits;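 active = B-score above 5 SD of library B-scores, and initial fluorescence ratio not above library mean plus 5 SD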;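 also: positive B-score marks a calcium rise read as TRPC4 activation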
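Test system: HEK293 cells stably co-expressing mouse TRPC4beta and mu-opioid receptor | Schedule: Fluo4 dye loading 45 min at room temperature, 110 s recording | Measured by: Kinetic Fluo4 calcium fluorescence, 5 s baseline at 1 Hz | Evaluation: B score of integrated ratio | Controls: Buffer (low) and maximal DAMGO (high)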
The depositor's hits bear a star; i = inactive; ? = inconclusive; / = no result given. Rows are unselected. About 5.8% of those tested had a hit in this group.

molecule,TRPC6 act,TRPC6 inhibitor,KLF5 inhibitor,IEC-6 tox,aSyn 5UTR inh,MrgX1 antagonist,TRPC4 potent,TRPC4 inh,HIF activator,SKKanGAS inh,TRPC4 act
CCOc1ccccc1NC(=O)Cn1c(-c2ccc(Cl)cc2)noc1=O,i,i,-12,-3,-5,i,i,i,-0.5,-7,i
Cc1c(NC(=S)NC(=O)c2ccco2)cccc1-c1nc2ncccc2o1,i,i,-3,6,21,i,i,i,-0.3,7,i
Cc1sc2ncnc(N=Nc3c(O)[nH]c4ccccc34)c2c1C,i,i,-3,4,-141,i,i,i,1.2,29,i
CC(C)=CC(=O)Nc1nnc(-c2cccnc2)s1,i,i,-16,-5,-67,i,i,i,0.1,1,i
CCOc1cc(/C=C2\SC(N3CCCC(C)C3)=NC2=O)ccc1O (stereo unspecified),i,i,-34,-10,-40,i,i,i,2.3,4,i
Cc1ccc(C(=O)NC(=S)NCC2CCCO2)cc1[N+](=O)[O-] (stereo unspecified),i,i,-10,3,-45,i,i,i,-1.1,20,i
Cc1ccc(NC(=O)Cc2nnc(SCC(=O)Nc3nncs3)n2C)cc1,i,i,-5,1,13,i,i,i,-0.2,0,i
COc1ccc(C2CC(c3ccccc3)=NN2C(=O)COC(=O)COc2ccccc2)cc1 (stereo unspecified),i,i,-16,4,-17,i,i,i,1.3,11,i
CCOc1ccccc1NCc1cc(=O)oc2cc(C)ccc12,i,i,-5,4,15,i,i,i,0.4,3,i
O=C(CCc1nnc(COc2ccccc2)o1)NC1(c2ccccc2)CC1,i,i,-18,0,6,i,i,i,/,2,i
OCC(C#CCN1CCCCC1)NCc1ccccc1 (stereo unspecified),i,i,3,-6,1,i,i,i,/,-5,i
COc1ccc(-c2cc3nc(CCl)[nH]c(=O)c3s2)cc1,i,i,39,8,71*,i,i,i,-4.1,?,i
Cc1cc(Br)ccc1SCC(=O)OCC(=O)NCc1ccco1,i,i,-15,0,3,i,i,i,-0.3,0,i
Cc1cc(C)cc(N(CCC#N)C(=O)CSC2=Nc3ccccc3C3CC=NN23)c1 (stereo unspecified),i,i,3,2,-11,i,i,i,-0.4,27,i
CSc1nc(C)cc(-n2ccc(=O)[nH]c2=O)n1,i,i,28,4,-55,i,i,i,0.0,-12,i
CC1CCC(NC(=O)C2CC(=O)N(c3ccc(Cl)cc3)C2)CC1 (stereo unspecified),i,i,-17,-5,15,i,i,i,-0.4,2,i
O=C(NCCSCc1ccc(Cl)cc1)c1cccs1,i,i,-31,-2,-3,i,i,i,-0.1,-8,i
CCN(CC)c1ccc(/C=N/NC(=O)c2nnn(-c3nonc3N)c2-c2ccc(C)cc2)cc1,i,i,-1,7,-10,i,i,i,-1.1,25,i
Cc1cccc(S(=O)(=O)NCCNS(=O)(=O)c2cccc(C)c2)c1,i,i,-5,9,12,i,i,i,0.1,-1,i
O=C(COc1ccccc1-c1ccccc1)NCCN1C(=O)S/C(=C\c2cccnc2)C1=O,i,i,-8,-5,-6,i,i,i,-0.2,3,i
CC(C(=O)Nc1cccnc1)C1Sc2ccccc2NC1=O (stereo unspecified),i,i,-28,5,-51,i,i,i,0.2,5,i
COc1ccc2oc(=O)c(-c3csc(Nc4ccc(O)cc4)n3)cc2c1,i,i,-52,5,-70,i,i,i,1.1,104*,i
Cc1cc(C)c2c(N)c(C(=O)c3ccccc3Cl)sc2n1,i,i,-12,5,29,i,i,i,0.0,25,i
COc1ccc(C(=O)n2c(-c3ccco3)nc3ccccc32)cc1,i,i,25,48*,-100,i,i,i,-0.6,5,i
Cc1ccc(S(=O)(=O)/N=C(/c2ccccc2)N2CCOCC2)c(C)c1,i,i,-17,-2,9,i,i,i,0.0,-3,i
O=C1Nc2ncccc2OC1CCO (stereo unspecified),i,i,-35,2,-6,i,i,i,-1.2,3,i
O=C(Nc1cccc(O)c1)c1noc2c1CCCCC2,i,i,52,10,?,i,i,i,-1.0,11,i
O=S(=O)(c1ccc(F)cc1)N1CCC(n2cnc3ccccc32)CC1,i,i,-29,-4,-24,i,i,i,0.0,27,i
COc1ccc(S(=O)(=O)NCCc2ccccc2)cc1,i,i,-25,2,-6,i,i,i,0.2,-4,i
CCOC(=O)N1CCN(C(=O)c2cc(S(=O)(=O)N3CCc4ccccc43)ccc2OC)CC1,i,i,/,/,9,i,i,i,-0.9,-5,i
O=C(O)CCCCCN1C(=O)/C(=C\c2ccncc2)SC1=S,i,i,7,4,-12,i,i,i,-1.9,-3,i
Cc1ccc(/C=C/C(=O)Nc2cc(S(N)(=O)=O)ccc2O)cc1,i,i,-6,2,-5,i,i,i,1.1,6,i
CC(C)CNC(=S)N(CCCN(C)C)Cc1cc2cc3c(cc2[nH]c1=O)OCCO3,i,i,-15,0,-12,i,i,i,0.2,0,i
COc1ccc(/C=N/NC(=O)c2cc[n+]([O-])cc2)cc1,i,i,11,6,-16,i,i,i,-0.4,-1,i
Cc1n[nH]c(C)c1SCC(=O)Nc1ccc(F)cc1,i,i,-19,3,-15,i,i,/,0.3,-7,i
COc1ccc(C(CC(=O)N2CCCC2)c2ccc(F)cc2)cc1 (stereo unspecified),i,i,-2,0,0,i,i,i,0.5,1,i
O=C(NC1CCCCCC1)C(=S)N1CCOCC1,i,i,-17,1,-8,i,i,i,-0.3,2,i
CC(C)=CCN1CCN(Cc2cccn2-c2ccccn2)CC1CCO (stereo unspecified),i,i,-17,-3,2,i,i,i,-1.0,0,i
CCC1OC2(C)OC(=N)C1(C#N)C(C#N)(C#N)C2c1ccccc1 (stereo unspecified),i,i,-14,2,13,i,i,i,0.5,18,i
COC(=O)COn1c(-n2nc(C)cc2C)nc2ccccc2c1=O,i,i,-16,6,-13,i,i,i,1.5,-1,i
O=C(NCCS(=O)(=O)NCc1ccccc1)c1ccccc1,i,i,/,/,8,i,i,i,0.6,-3,i
COc1cc(S(=O)(=O)N2CCCC2)c(C)cc1C,i,i,-3,3,14,i,i,i,0.0,2,i
COC(=O)c1ccc(CN2C(=O)NC(CC(C)C)C2=O)cc1 (stereo unspecified),i,i,-5,0,8,i,i,i,-0.2,-1,i
COc1ccc(CCC(C)N2CCC(Oc3ccc(C(=O)N4CCCC4)cc3)CC2)cc1 (stereo unspecified),i,i,-38,-6,-5,i,i,i,-0.1,-4,i
O=C(Nc1ccccc1Cl)c1ccc2nc(N3CCOCC3)sc2c1,i,i,-93,1,-99,i,i,i,1.4,-4,i
Cc1cc(OCC(=O)Nc2nccs2)c2c(C)cc(=O)oc2c1,i,i,-5,-2,5,i,i,i,-0.7,22,i
O=C(NNC(=O)c1ccc(Cl)cc1Cl)c1csc(-c2cccnc2)n1,i,i,-10,-4,12,i,i,i,0.3,0,i
CCC(C)Nc1nc(N)c([N+](=O)[O-])c(Nc2ccccc2OC)n1 (stereo unspecified),i,i,-8,0,?,i,i,i,-0.4,2,i
CCOC(=O)C(NCCCCl)c1ccccc1 (stereo unspecified),i,i,-5,12,9,i,i,i,-0.1,-5,i
Cc1c(/C=N/Nc2ccc([N+](=O)[O-])cn2)c2ccccc2n1Cc1ccccc1,i,i,-22,-4,-17,i,i,i,0.1,6,i
O=C(NCC1CC1)[C@]1(C(F)(F)F)C[C@H](CCC2CCCCC2)CCCO1,i,i,/,/,-9,i,i,i,2.0,4,i
COc1ccnc(NCc2cccc(C(F)(F)F)c2)c1C#N,i,i,-30,1,20,i,i,i,-0.4,4,i
C/C(Cl)=C/Cn1c(SCC(C)C)nc2c1c(=O)[nH]c(=O)n2C,i,i,/,/,15,i,i,i,0.3,3,i
COCc1cc(C)nc(Nc2ccc(C)c(C)c2)c1C#N,i,i,8,-2,-71,i,i,i,0.3,6,i
CNc1oc(-c2ccccc2Cl)nc1C#N,i,i,-23,1,-12,i,i,i,1.2,-2,i
Cc1nnc(N/N=C/c2cccc(C(F)(F)F)c2)n1N,i,i,-7,-4,-14,i,i,i,1.7,-5,i
Cn1nc(CC(=O)NC2CCCCCCCCCCC2)c2ccccc2c1=O,i,i,9,2,-11,i,i,i,-1.8,23,i
CCN1C(=O)C(F)(CC)C(=O)c2ccccc21 (stereo unspecified),i,i,-12,1,22,i,i,i,0.0,2,i
CCNc1nc(N2CCCC2)nc(N2CCCC2)n1,i,i,6,4,7,i,i,i,0.8,8,i
CCCCNS(=O)(=O)c1ccc(OC)c(Cl)c1Cl,i,i,-17,0,-3,i,i,i,-0.9,-2,i

Next entries follow:
molecule,TRPC6 act,TRPC6 inhibitor,KLF5 inhibitor,IEC-6 tox,aSyn 5UTR inh,MrgX1 antagonist,TRPC4 potent,TRPC4 inh,HIF activator,SKKanGAS inh,TRPC4 act
Cc1cc(C)n2nc(SCC(=O)Nc3ccccc3)nc2n1,i,i,-20,1,14,i,i,i,-0.5,-5,i
CCCCn1cnc2c(oc3ccccc32)c1=O,i,i,-82,2,-121,i,i,i,2.0,-1,i
O=C(NCC(c1cccnc1)N1CCN(c2ccc(F)cc2)CC1)c1ccc2c(c1)OCO2 (stereo unspecified),i,i,-23,2,20,i,i,i,0.3,-9,i
O=C(C1CC1)N1CCN=C1SCc1ccc(Cl)cc1,i,i,1,-4,-27,i,i,i,-2.6,9,i
CC(C)OCCCNC(=O)CCN1C(=O)COc2ccccc21,i,i,-59,0,14,i,i,i,0.0,-6,i
